Screening results from PubChem BioAssay.
Pf growth 48h = inhibits P. falciparum growth in the first generation, 48 h; P. falciparum luciferase growth in erythrocytes, 48 h; Potency, µM (highest dose often 28.7 µM), inactives show top-dose activity change, negative = inhibition, usual class: inhibitors; actives 5.9% (n = 310,000); note: potency is the fitted concentration of half-maximal effect; % is set by controls: 0 for no effect and ±100 for the full control effect
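Luciferase-expressing parasites in RBCs, 2% Hct / 0.1% parasitemia final; RPMI 1640 + 0.5% Albumax; 37 C, 5% CO2, one generation; luminescence read-out, lower signal = inhibition.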
Sm TGR block = S. mansoni TGR enzyme inhibition; Q962Y6; purified TGR, DTNB reduction, TNB absorbance 405 nm; Potency, µM (top dose mostly 114 µM), for the others: at the top dose activity change, negative = inhibition, usual class: inhibitors; actives 3% (n = 360,000); AID 485364; note: potency is the fitted concentration of half-maximal effect; % is set by controls: 0 for no effect and ±100 for the full control effect; nearly all actives have a fitted effect of over 60% in size
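TGR 20 nM + NADPH 100 uM (dispensed conc.), cpd preinc 15 min RT; start with NADPH (500 uM addition) then DTNB (15 mM addition). Kinetic TNB absorbance, 405 nm filter. Four-parameter Hill fit across titration.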
Cycloheximide cs = counter-screen hit for Shiga toxin inhibitors, cycloheximide | max response, % | actives 12% (n = 300,000) | cell reporter, cycloheximide protein synthesis inhibition counterscreen; in the data active = max response mostly above about 13%, no sharp cut-off; inactive = mostly below about 14%; note: read at 38.3 µM for the half of the compounds with a filed dose; 0% is about no effect
Giardia FBPA inh = inhibitors of Giardia lamblia fructose-1,6-bisphosphate aldolase; Potency, µM (series often up to 59.6 µM), for the others: at the highest dose activity, negative = inhibition, most hits filed as inhibitors; A8B2U2; actives 0.71% (n = 290,000); purified Giardia FBPA; note: potency is the fitted concentration of half-maximal effect; % is set by controls: 0 for no effect and ±100 for the full control effect; nearly all actives have a fitted effect of over 55% in size
Target sequence (A8B2U2 whole entry, looked up): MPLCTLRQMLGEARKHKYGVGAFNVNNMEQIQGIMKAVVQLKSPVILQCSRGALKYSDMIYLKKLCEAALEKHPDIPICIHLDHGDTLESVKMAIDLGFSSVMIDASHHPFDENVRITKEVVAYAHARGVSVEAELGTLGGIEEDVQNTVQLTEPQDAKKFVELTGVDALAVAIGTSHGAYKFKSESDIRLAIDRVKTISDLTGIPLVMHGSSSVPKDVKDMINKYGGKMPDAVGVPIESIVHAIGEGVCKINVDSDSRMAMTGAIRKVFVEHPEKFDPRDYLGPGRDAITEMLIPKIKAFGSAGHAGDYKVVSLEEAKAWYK
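40 nM FBPA preincubated 10 min at RT with compound (up to 57.5 uM final), then substrate plus GAPDH/TPI/NAD/arsenate coupling and diaphorase/resazurin added. Fluorescence read after 20 min at RT, 525/598 nm.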
Shiga inhibitor = blocks Shiga toxin action in Vero cells; Vero cells, Shiga toxin protein synthesis inhibition reporter; inhibition, % at 38.7 µM; actives 9.2% (n = 290,000); AID 2315; in the data active = inhibition mostly above about 28%, no sharp cut-off; inactive = mostly below about 43%; note: 0% is about no effect
Pf growth 96h = P. falciparum growth inhibition at 96 hours; actives 6.9% (n = 320,000); AID 504834; Potency, µM (doses to about 28.7 µM), inactives show at the top dose activity change, negative = inhibition, most hits filed as inhibitors; P. falciparum luciferase reporter growth, 96 h; note: potency is the fitted concentration of half-maximal effect; % is set by controls: 0 for no effect and ±100 for the full control effect
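Readout is luminescence from an integrated firefly luciferase in P. falciparum. Red cells, 2% hematocrit and 0.05% parasitemia final, were cultured with compound through two parasite generations (96 hours) at 37 C, 5% CO2.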
* = called active by the depositor; u = inconclusive; x = not tested or not shown; & = joins results of further samples; [ ] = remark or other dose. Unless noted, calls come from the whole dose curve; as a rule, active = well fitted curve in the direction sought with a large enough effect; inconclusive = small, poorly fitted or top-dose-only effect, or another doubt; inactive = no such curve, though single readings can be large; an effect the other way counts as inactive or inconclusive.

1. CC1(C)CC(=O)c2sc(NC(=O)c3ccc4ncsc4c3)nc2C1
2. Cc1cc(NC(=O)COC(=O)COc2ccc(C(=O)c3ccccc3)cc2)no1
3. Cn1c(-c2cc3c(C(F)(F)F)nn(C)c3s2)n[nH]c1=S
4. COC(=O)c1ccc(=O)n(Cc2ccc3c(c2)OCO3)c1
5. Cc1ccc(C)c(NC(=O)CSc2ccc(S(=O)(=O)N3CCCC3)cn2)c1
6. COc1cc(N=c2oc3c(C)ncc(CO)c3cc2C(N)=O)cc(OC)c1OC
7. Cc1ccc(C(=O)C(C)OC(=O)C2CCN(c3ccc(C(F)(F)F)cn3)CC2)cc1C (stereo unspecified)
8. Cc1cc(C)c(C(=O)COC(=O)c2cc([N+](=O)[O-])ccc2N2CCOCC2)cc1C

Assay by compound	1	2	3	4	5	6	7	8
Pf growth 48h	42%[activator]	20%	u	3%	u	-4%	u	10µM*
Sm TGR block	-7%	1%	0%	-26%	-27%	0%	-8%	-17%
Cycloheximide cs	24*	-7	-4	-6	x	7	x	x
Giardia FBPA inh	0%	0%	0%	5%	x	-4%	x	x
Shiga inhibitor	62*	-5	-16	-23	x	-13	x	x
Pf growth 96h	44%[activator]	87%[activator]	7%	6%	-23%	u	0%	u

9. Cc1cccc(OCCn2nc(C(=O)O)c3ccccc3c2=O)c1
10. O=C(Nc1ccccc1O)c1ccc(NS(=O)(=O)c2cccc3cccnc23)cc1
11. Cc1ccc(N2C(=O)NC(=O)/C(=C\C=C\c3ccco3)C2=O)cc1C
12. CCOC(=O)N1CCN(S(=O)(=O)c2ccc(C(=O)N(CCCN(C)C)c3nc4ccc(OC)cc4s3)cc2)CC1
13. Cc1c(C(=O)NCc2ccc(F)cc2)oc2ccc(S(=O)(=O)N3CCOCC3)cc12
14. COc1ccccc1C1C(C(C)=O)=C(O)C(=O)N1CCc1ccccc1 (stereo unspecified)
15. Cc1cccc(NC(=O)c2ccc3nccnc3c2)c1C
16. C/C=C/c1ccc(OCC(O)CNCC(c2ccc(OC)cc2)N(C)C)c(OC)c1 (stereo unspecified)

Assay by compound	9	10	11	12	13	14	15	16
Pf growth 48h	x	2.3µM*	11%	u	u	-13%	15%	u
Sm TGR block	1%	-2%	25µM*	5%	7%	-1%	-6%	u
Cycloheximide cs	4	-2	18*	-6	-2	-3	-3	-4
Giardia FBPA inh	-28%	0%	-8%	-21%	4%	-1%	-11%	-12%
Shiga inhibitor	3	25	12	-7	2	-8	27	-9
Pf growth 96h	11%	u	9%	-21%	18%	u	-3%	u

17. CCCC(=O)c1c[nH]c(C(=O)NCCCN2CCOCC2)c1
18. C=CCn1c(NC(=O)c2ccc(C)cc2)nc2ccccc21
19. CCN(CC(=O)NCCc1ccc(S(N)(=O)=O)cc1)Cc1ccccc1
20. CO/N=C(/CNC(=O)c1ccc(Cl)cc1Cl)c1ccc(Cl)cc1
21. COc1ccc(C(=O)Nc2ccc(S(=O)(=O)Nc3onc(C)c3C)cc2)cc1OC
22. O=C(Nc1nnc(C2CC2)s1)c1cccc(S(=O)(=O)N2CC(c3ccccc3)CC2=O)c1 (stereo unspecified)
23. Cc1cc(Sc2nc(N(C)C)nc(N(C)C)n2)nc(Cl)n1
24. O=C(OCCCOC(=O)c1cc[n+]([O-])cc1)c1cc[n+]([O-])cc1

Assay by compound	17	18	19	20	21	22	23	24
Pf growth 48h	u	u	3%	29%	40%[activator]	x	21%	-1%
Sm TGR block	0%	22%	-2%	9%	12%	10%	x	-28%
Cycloheximide cs	-5	16*	-3	-2	-2	-2	-1	-1
Giardia FBPA inh	6%	u	x	2%	4%	8%	1%	x
Shiga inhibitor	-16	42	-14	1	-8	0	8	-8
Pf growth 96h	-20%	-51%	-19%	71%[activator]	-15%	u	27%	0%

25. Cc1ccsc1C(=O)C1CCCN(Cc2cnc(N)nc2)C1 (stereo unspecified)
26. COc1cccc(NC(=O)c2cccc(C)c2[N+](=O)[O-])c1
27. Cc1ccsc1/C=C1\Oc2cc(OCC(=O)c3ccccc3)ccc2C1=O
28. CCCCn1c(SCC(=O)Nc2cc(C(F)(F)F)ccc2Cl)nnc1C(CC)N(C)C (stereo unspecified)
29. O=C(CCCn1c(=S)[nH]c2ccc(Br)cc2c1=O)N1CCN(c2ccccn2)CC1
30. N#CCc1ccc(OC(=O)c2cnccc2C(F)(F)F)cc1
31. CCC(CO)NCc1ccccc1OC(C)C (stereo unspecified)
32. O=C(NNC(=O)c1cc2ccccc2cc1O)Nc1ccc(F)cc1F

Assay by compound	25	26	27	28	29	30	31	32
Pf growth 48h	u	73%[activator]	32%[activator]	8.3µM*	-22%	-2%[0.00184 µM]	-12%	3%
Sm TGR block	0%	x	-3%	4%	-1%	-7%	0%	3%
Cycloheximide cs	0	28*	10	-5	-3	-4	-3	0
Giardia FBPA inh	2%	-13%	5%	2%	-29%	3%	0%	10%
Shiga inhibitor	-3	125*	18	-12	-6	3	-8	14
Pf growth 96h	-8%	u	41%[activator]	u	x	10%	46%[activator]	u

33. COCCCNC(=O)CC(NS(=O)(=O)c1ccc(Cl)cc1)c1ccco1 (stereo unspecified)
34. O=C(CN(C(=O)c1csnn1)c1ccc(F)c(Cl)c1)NC1CCCCC1
35. CCOc1ccc(C(=O)NCC(=O)OCc2csc(-c3ccccc3)n2)cc1
36. COC(=O)c1cc(C(=O)OC)n(Cc2ccc(F)cc2)n1
37. CN1CCN(C(=O)c2ccc(CS(=O)Cc3ccc(Cl)cc3)o2)CC1 (stereo unspecified)
38. COc1cc(-c2nc3ccccn3c2N)ccc1O
39. C=CCNc1nc(Cl)nc(Nc2ccc(OCC)cc2)n1
40. NC(=O)CCN1CCN(S(=O)(=O)/C=C/c2ccccc2)CC1

Assay by compound	33	34	35	36	37	38	39	40
Pf growth 48h	11%	17%	35%[activator]	8%	19%	1%	3%	6%
Sm TGR block	-5%	-2%	0%	-1%	1%	-7%	1%	-1%
Cycloheximide cs	-1	30*	15	-3	1	-2	-4	-9
Giardia FBPA inh	5%	x	0%	1%	x	u	0%	-4%
Shiga inhibitor	-7	51	3	-6	-5	-2	-15	4
Pf growth 96h	u	0%	0%	-10%	u	1.7µM*	-1%	13%

Compound profiles (already shown):
COC(=O)c1cc(C(=O)OC)n(Cc2ccc(F)cc2)n1 reads Pf growth 48h = 8%; Sm TGR block = -1%; Cycloheximide cs = -3; Giardia FBPA inh = 1%; Shiga inhibitor = -6; Pf growth 96h = -10%
CCOc1ccc(C(=O)NCC(=O)OCc2csc(-c3ccccc3)n2)cc1 reads Pf growth 48h = 35%[activator]; Sm TGR block = 0%; Cycloheximide cs = 15; Giardia FBPA inh = 0%; Shiga inhibitor = 3; Pf growth 96h = 0%

The listing picks up; the 4 compounds before the break are reprinted first.
37. CN1CCN(C(=O)c2ccc(CS(=O)Cc3ccc(Cl)cc3)o2)CC1 (stereo unspecified)
38. COc1cc(-c2nc3ccccn3c2N)ccc1O
39. C=CCNc1nc(Cl)nc(Nc2ccc(OCC)cc2)n1
40. NC(=O)CCN1CCN(S(=O)(=O)/C=C/c2ccccc2)CC1
41. O=C(Cc1c(F)cccc1Cl)NCC1CCCO1 (stereo unspecified)
42. CSc1ccccc1OCc1cc(C(=O)NCCN2CCCc3ccccc32)no1
43. CCCc1c(C(=O)N2CCN(c3ccccc3OC)CC2)cnn1-c1ccccc1
44. O=C1N(Cc2ccccc2)CCCC12CCCN(Cc1ccccc1)C2=O
45. COc1ccc(CC(=O)Nc2cccc(S(=O)(=O)N3CCCCCC3)c2)cc1OC
46. O=C(O)c1ccccc1NC(=O)C1CCCO1 (stereo unspecified)
47. CCC1CCCCN1CCCNS(=O)(=O)c1ccc2c(c1)oc(=O)n2C (stereo unspecified)
48. Oc1ccc(Cl)cc1CNCc1ccc(Cl)cc1

Assay by compound	37	38	39	40	41	42	43	44	45	46	47	48
Pf growth 48h	19%	1%	3%	6%	4%	u	-22%	-8%	u	6%	12µM*	3.7µM*
Sm TGR block	1%	-7%	1%	-1%	-12%	-20%	-1%	15%	-3%	5%	-5%	-5%
Cycloheximide cs	1	-2	-4	-9	7	33*	0	-1	-1	23	-3	x
Giardia FBPA inh	x	u	0%	-4%	6%	-16%	0%	10%	0%	-5%	x	x
Shiga inhibitor	-5	-2	-15	4	22	16	20	-26	-3	-29	-7	x
Pf growth 96h	u	1.7µM*	-1%	13%	10%	9%	-15%	31%[activator]	u	89%[activator]	2.9µM*	5.9µM*

49. COc1ccc(CN(C)S(=O)(=O)c2nnc(NC(=O)c3ccc(C)cc3)s2)cc1OC
50. Cc1ccc(CNS(=O)(=O)c2c(C(=O)N3CCCCCC3)c(C)n(C)c2C)cc1
51. Cc1cc(=O)oc2cc(OCCC[n+]3ccccc3)ccc12
52. COc1cccc(OC)c1C(=O)Nc1ccc2c(c1)CCCN2S(=O)(=O)c1ccc(C)cc1
53. CC(=O)N1CC(C)Sc2ccc(S(=O)(=O)NC(C)c3ccccc3)cc21 (stereo unspecified)
54. CC(CN1CCCCC1)OC(=O)COc1ccc(Br)cc1 (stereo unspecified)
55. CC(=O)c1ccc(S(=O)(=O)N2CCN(C(=O)CSc3ccc(C)c(C)c3)CC2)cc1
56. CC(=O)c1c(C)[nH]c(-c2ccccc2)c1C

Assay by compound	49	50	51	52	53	54	55	56
Pf growth 48h	2%	-11%	5.2µM*	u	-3%	25%	u	21%
Sm TGR block	2%	1%	22%	-24%&-8%	-3%	5%	-23%	3%
Cycloheximide cs	10	-8	1	-2	-4	-2	-4	10
Giardia FBPA inh	25µM*	-16%	-1%	x	x	-23%	6%	-5%
Shiga inhibitor	-3	-9	16	-6	-8	-6	-9	-8
Pf growth 96h	u	4%	4.7µM*	u	13µM*	0%	-27%	1%

57. OC(CN1CCN(c2ccc(C(F)(F)F)cn2)CC1)c1ccccc1 (stereo unspecified)
58. Cc1ccc(-c2nnc(SCC(=O)Nc3ccccc3N3CCOCC3)o2)cc1
59. Cc1nn(-c2ccccn2)c2c1C(c1ccccc1Cl)C1=C(N2)c2ccccc2C1=O (stereo unspecified)
60. Cc1nn(Cc2ccccc2Cl)c(Cl)c1C(=O)O
61. O=C(c1cc(F)ccc1F)C1CCCN(CCCc2ccccc2)C1 (stereo unspecified)
62. Cc1nc2sc(C(=O)OC(C)C)c(N)c2c(C)c1C
63. O=C(COC(=O)c1cc(-c2ccncc2)nc2ccccc12)Nc1ccc2c(c1)OCO2
64. Cc1ccccc1CNC(=O)C1CCCN(c2nnc(C)c3c(C)n(-c4ccccc4)nc23)C1 (stereo unspecified)
65. COc1ccc(C(CNC(=O)c2oc3ccc(OC)cc3c2C)N2CCCC2)cc1 (stereo unspecified)
66. CCc1ccc(-c2cc(C(F)(F)F)n3nc(C(=O)Nc4c(C)nn(Cc5ccc(F)cc5)c4C)cc3n2)s1
67. O=C(CSc1nnc(NC(=O)C2CC2)s1)Nc1ccc(F)cc1

Assay by compound	57	58	59	60	61	62	63	64	65	66	67
Pf growth 48h	-6%	u	u	-23%	u	116%[activator]	-7%	u	8.3µM*	u	3%
Sm TGR block	-6%	-1%	-9%	8%	0%	16%	-4%	-22%	-7%	11%	2%
Cycloheximide cs	-1	24	-1	6	-2	19*	20	-4	x	12	6
Giardia FBPA inh	2%	-17%	-15%	22%	1%	-5%	-1%	12%	x	10%	18%
Shiga inhibitor	3	39	-5	-4	-9	41*	-11	-14	x	8	16
Pf growth 96h	6%	340%[activator]	12µM*	17%	3%	-9%	19%	41%[activator]	9.3µM*	3%[5.75 µM]	19%
